Screening results from PubChem.
Lamin A splicing = changes lamin A minigene splicing in HeLa cells | hit rate 0.01% among 200,000 | Potency, µM (titrated, usually from 46.1 µM), without a hit: at the highest dose ratio change, negative = inhibition, most hits filed as inhibitors | HeLa LMNA splicing GFP/RFP minigene ratio, 48 h; active = well fitted inhibition curve with a large enough effect in the signal ratio, with a control signal flat, not every such curve was filed as active; inconclusive = small, poorly fitted or top-dose-only effect, or effect the other way, or a change in a side signal; the % refers to the signal ratio; note: potency is the fitted concentration of half-maximal effect; % is set by controls: 0 for no effect and ±100 for the full control effect
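Read-out is the ratio of GFP to DsRed2 object intensity, acquired by 488 nm laser-scanning cytometry on HeLa lamin A-EGFP minigene reporter cells. Compound incubation 48 hrs at 37 °C in Opti-MEM with 2% FBS; DMSO 0.5% final.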
GAA inhib = blocks human lysosomal alpha-glucosidase | Potency, µM (highest dose often 76.9 µM), inactives show top-dose activity change, negative = inhibition, most hits filed as inhibitors | AID 1466 | hit rate 0.005% among 200,000 | P10253 | purified human GAA, 4-MU-alpha-glucoside fluorescence;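 note: potency is the fitted concentration of half-maximal effect; plate controls were uninhibited enzyme wells for no effect and no-enzyme background for full effect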
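Enzyme (4 nM final) mixed with compound (up to 77 uM), then 4-MU-alpha-D-pyranoside (400 uM final) added; 20 min at room temperature, pH 5.0. Reaction stopped at pH 10, fluorescence read, AC50 derived by Hill fit.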
GAA glycogen = GAA glycogen-cleavage inhibition or activation; P10253; recombinant GAA, glycogen substrate, Amplex Red glucose oxidase fluorescence; Potency, µM (titrated, usually from 76.4 µM), for inactives: top-dose activity change, negative = inhibition, usual class: inhibitors; hit rate 0.38% among 300,000;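 note: potency is the fitted concentration of half-maximal effect; 0% = full enzyme reaction and -100% = no-enzyme basal signal; the screen sought inhibitors and activators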
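Recombinant human enzyme (4 nM); glycogen substrate; 37 C, 40 min, pH 5.0. Readout: coupled glucose oxidase/Amplex Red fluorescence.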
HttQ103 aggreg = reduces HttQ103-GFP aggregates in PC12 cells; PC12 HttQ103-GFP aggregates, Acumen cytometry, 40 h; Potency, µM (titrated, usually from 46.1 µM), without a hit: at the highest dose activity change, negative = inhibition, hits mostly inhibitors; hit rate 1.1% among 220,000; AID 1688; note: potency is the fitted concentration of half-maximal effect; % is set by controls: 0 for no effect and ±100 for the full control effect; nearly all actives have a fitted effect of over 60% in size
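Inducible Q103 Huntingtin exon 1–GFP PC12 line, 1500 cells/well in phenol red free DMEM with 5% equine and 5% calf serum. Tebufenozide 100 nM induced expression; compounds titrated; aggregates quantified by cytometry.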
aGlu spleen mod = inhibits or activates alpha-glucosidase in human spleen homogenate. hit rate 0.006% among 240,000. Potency, µM (series often up to 79.9 µM), inactives show at the top dose activity change, negative = inhibition, hits mostly inhibitors. human spleen homogenate, 4-MU-alpha-glucoside fluorescence. AID 2112. P10253;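 note: potency is the fitted concentration of half-maximal effect; 0% = enzyme with vehicle and -100% = no enzyme basal signal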
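AC50 values come from Hill-equation fits of concentration-response data, normalized to no-enzyme and full-activity controls. Enzyme source: 1 ug human spleen homogenate; 1 mM fluorogenic 4-MU glucoside, pH 5.0 citrate buffer, 37 C, 40 min.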
CBFb-RUNX1 inh = blocks binding between human CBF-beta and RUNX1; 230,000 tested, under 10 active; AlphaScreen CBFb-His/RUNX1-biotin binding, biochemical; AID 1477; Q01196+Q13951; Potency, µM (titrated, usually from 59.8 µM), inactives show at the top dose activity, negative = inhibition, hits mostly inhibitors; note: % of control where 0% means no effect
Target sequence (Q01196 whole entry, looked up): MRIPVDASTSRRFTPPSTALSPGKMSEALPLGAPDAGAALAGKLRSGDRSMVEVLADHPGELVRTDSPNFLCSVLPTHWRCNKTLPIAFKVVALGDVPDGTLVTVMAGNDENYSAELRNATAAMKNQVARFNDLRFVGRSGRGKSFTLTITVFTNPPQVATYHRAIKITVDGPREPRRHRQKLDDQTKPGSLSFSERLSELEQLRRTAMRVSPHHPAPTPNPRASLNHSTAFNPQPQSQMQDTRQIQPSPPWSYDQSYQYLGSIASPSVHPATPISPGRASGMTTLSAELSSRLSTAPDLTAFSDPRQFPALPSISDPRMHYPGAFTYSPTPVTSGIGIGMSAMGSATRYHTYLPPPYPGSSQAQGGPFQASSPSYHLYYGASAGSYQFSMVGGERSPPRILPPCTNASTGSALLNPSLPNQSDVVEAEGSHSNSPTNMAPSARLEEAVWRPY
Target sequence (Q13951 whole entry, looked up): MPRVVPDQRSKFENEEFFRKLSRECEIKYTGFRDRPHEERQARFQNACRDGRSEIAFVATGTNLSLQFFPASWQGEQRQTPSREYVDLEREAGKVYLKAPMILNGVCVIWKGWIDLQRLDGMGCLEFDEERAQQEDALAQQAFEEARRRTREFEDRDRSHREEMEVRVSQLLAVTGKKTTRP
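Bead-based AlphaScreen assay; binding partners His-tagged CBF-beta and biotinylated RUNX1 at 30 nM each. Compound exposure 15 min after a 20-min protein preincubation; bead step 90 min; all steps at room temperature.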
HTT cytoprotect = Huntington cell model cytoprotection by ATP luminescence; PC12 HTT-Q103 induced, cytoprotection, ATP luminescence, 40 h; Potency, µM (titrated, usually from 56.4 µM), for the others: cytoprotection (ATP increase), usual class: activators; hit rate 0.14% among 230,000; AID 1471;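 note: potency is the fitted concentration of half-maximal effect; % of control where 0% means no effect; nearly all actives have a fitted effect of over 45% in size; toxic huntingtin expression switched on by the ecdysone agonist tebufenozide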
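Huntington model: PC12 line, ecdysone-inducible HTTQ103 exon1–GFP, tebufenozide 100 nM. Test articles in a dose series. Endpoint luminescence from cellular ATP.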
Starred values were filed as active, the others as inactive; ? = inconclusive; . = no result given; & = joins results of further samples; [ ] = dose if it differs, or a comment. Unless noted, calls come from the whole dose curve; as a rule, active = well fitted curve in the direction sought with a large enough effect; inconclusive = small, poorly fitted or top-dose-only effect, or another doubt; inactive = no such curve, though single readings can be large; an effect the other way counts as inactive or inconclusive.

No.	canonical_smiles	Lamin A splicing	GAA inhib	GAA glycogen	HttQ103 aggreg	aGlu spleen mod	CBFb-RUNX1 inh	HTT cytoprotect
1	O=C1C2ON(c3ccccc3)C(c3ccccn3)C2C(=O)N1c1ccc(Br)cc1 (centres undefined)	2%	-3%	-2%	1%	0%	2%	-6%
2	Cc1nn(C)c(C)c1Sc1ccc(Br)cc1	?	-2%	-7%	-24%	7%	5%	4%
3	COCCNC(C)C(=O)C12CC3CC(CC(C3)C1)C2 (centres undefined)	3%	0%	-7%	-11%	-9%	-2%	-7%[0.074 µM]
4	Cn1c(=O)n(CCN2CCOCC2)c(=O)c2c1nc1n2CCN1c1ccc(Oc2ccccc2)cc1	?	-6%	3%	7%	3%	-6%	2%
5	c1ccc(-n2nnnc2Sc2n[nH]c(-c3ccncc3)n2)cc1	2%	-1%	5%	6%	8%	-2%	5%
6	CCN(CC(=O)Nc1ccc(Cl)c(S(=O)(=O)N(C)C)c1)Cc1nc2ccccc2c(=O)[nH]1	-5%[9.22 µM]	-7%	-7%	-10%	.	14%	-57%[inhibitor]
7	CCCc1nn2c(N)c(/C=C3\C=Nc4ccccc43)c(=O)nc2s1	?	2%	4%&5%	6%[9.22 µM]	-5%&-9%	-7%&-2%	11%[10 µM]
8	CCc1nnc(NC(=O)C2Cc3ccccc3CN2S(=O)(=O)c2cccs2)s1 (centres undefined)	-11%	-8%	-3%	-22%	-8%	-7%	3%[1.9 µM]
9	NC(=O)CSc1nnc(CNc2ccc(F)cc2)n1CC1CCCO1 (centres undefined)	6%	5%	-15%	-3%	-5%	6%	10%[10 µM]
10	O=C(O)CCc1nc2cccnc2n1Cc1ccccc1	?	-5%	4%	5%	-10%	-3%	-10%
11	Cc1cccc(NC(=O)Cn2c(=O)n(C)c3ccccc32)c1	-6%	0%	-3%	-19%	-7%	3%	0%[0.074 µM]
12	Cc1cc(NCCc2ccccc2F)n2ncnc2n1	.	0%	5%	-9%	.	28%	-6%
13	CCOc1ccc(N2C(=O)CC(N(Cc3ccco3)C(=O)CC)C2=O)cc1 (centres undefined)	-2%[46 µM]	?	21%	.	-4%	-5%	.
14	FCCCOc1ccc(-c2ccnc3ncnn23)cc1	4%[46 µM]	?	-11%	6%[9.22 µM]	10%	-4%	-50%
15	COc1cc(NC(=S)Nc2cccc(C)n2)cc(OC)c1OC	4%[46 µM]	8%	-13%	6%	-14%	1%	-10%
16	N#Cc1cccc(NC(=O)COC(=O)c2ccc3c(=O)n4c(nc3c2)CCC4)c1	-10%[46 µM]	6%	27%	24%	-8%	3%	.
17	COc1ccc(Cl)cc1N(CC(=O)NC1CC1)S(=O)(=O)c1ccc(C)c([N+](=O)[O-])c1	15%[46 µM]	5%	1%	4%[9.22 µM]	3%	13%	-8%[10 µM]
18	COc1ccc(CNC(=O)c2ccccc2[N+](=O)[O-])cc1	17%	1%	5%	12%	-2%	2%	-8%
19	Cc1cc(/C=N/O)c(C)n1-c1ccc(Br)cc1	?	-5%	-15%	?	-8%	-6%	-37%[10 µM]
20	COCCn1c(C)cc(C2=NNC(=Nc3ccccc3F)SC2)c1C	-1%	-14%	13%	12%	1%	-19%	-45%[inhibitor]
21	CNC(=S)NCc1ccc2[nH]c(C)cc2c1	?	6%	7%	0%	6%	-8%	-7%
22	CC12CC(NC(=O)N1c1cccc(C(=O)N3CCN(c4ccccc4F)CC3)c1)c1ccccc1O2 (centres undefined)	1%	?	5%	-5%[9.22 µM]	3%	-5%	34%
23	CCc1nc(NCCCCCO)c2nnn(Cc3ccccc3F)c2n1	-9%	-4%	-4%	3%	-6%	0%	-3%
24	C=CCn1ccc(=NC=C(C#N)C#N)c2ccccc21	.	.	-9%	-4%[9.22 µM]	-7%	7%	19%[10 µM]

The closing two records of the part above are carried over, then new ones follow:
No.	canonical_smiles	Lamin A splicing	GAA inhib	GAA glycogen	HttQ103 aggreg	aGlu spleen mod	CBFb-RUNX1 inh	HTT cytoprotect
23	CCc1nc(NCCCCCO)c2nnn(Cc3ccccc3F)c2n1	-9%	-4%	-4%	3%	-6%	0%	-3%
24	C=CCn1ccc(=NC=C(C#N)C#N)c2ccccc21	.	.	-9%	-4%[9.22 µM]	-7%	7%	19%[10 µM]
25	CCOC(=O)C1(Cc2ccc(Cl)cc2)CCN(Cc2nccn2CC)CC1	.	.	6%	10%[9.22 µM]	-2%	-5%	15%[10 µM]
26	CC(CC(=O)N1CCN(c2ccccc2F)CC1)c1ccccc1 (centres undefined)	-4%	12%	1%	-1%	-6%	-8%	26%[0.074 µM]
27	Cc1cc(C(=O)N/N=C2\CC(=O)c3ccccc32)c(C)n1-c1ccccc1	-3%[46 µM]	8%	-13%	-6%	0%	-27%	-25%[10 µM]
28	Cc1ccc(C(C)C)c(OCC(=O)N/N=C/C2CCCCC2)c1	.	-19%	-14%	17%	-5%	9%	.
29	COc1ccc(OC)c(NC(=O)c2ccc(-n3cccn3)nc2)c1	-6%	0%	7%	-1%	0%	3%	-26%
30	Cc1ccc(S(=O)(=O)/N=C(/Nc2c(C)n(C)n(-c3ccccc3)c2=O)c2ccc(Cl)cc2)cc1	7%	10%	-9%	-3%	-2%	-3%	-39%
31	Cc1ccc(N2C(=O)C3CC(c4ccccc4)=C4C5C=CC(C6C(=O)N(c7ccc(C)cc7C)C(=O)C56)C4C3C2=O)c(C)c1 (centres undefined)	0%	-9%	-2%	16%	-6%	-9%	3%
32	CN(CCNC(=O)Cn1c(=O)sc2ccccc21)Cc1ccccc1	-6%	-2%[15.4 µM]	13%	-4%	-1%	4%	6%
33	C#CCN1C(=O)S/C(=C/c2cc(C)n(CC)c2C)C1=O	2%	10%	5%	13%	-2%	-4%	-15%[10 µM]
34	COCC(=O)N(C)C1(c2nnnn2CCOC(=O)Nc2ccc(Cl)cc2)CCCCC1	-3%[9.22 µM]	5%	-9%	-2%[9.22 µM]	-4%	-1%	8%
35	CCN(C(=O)c1ccc(NC(C)=O)cc1)c1ccccc1C	15%	-13%	7%	22%	4%	10%	9%
36	O=C(CCCNC(=O)/C(=C/c1ccc(Br)cc1)NC(=O)c1ccccc1)OCc1ccccc1	-7%	0%	9%	14%	-3%	-1%	11%[10 µM]
37	COC(=O)c1nc2nc(C)cc(C(F)(F)F)n2n1	4%	-9%	10%	6%[9.22 µM]	-10%	5%	-3%[10 µM]
38	CCC1Oc2ccccc2N(CC(=O)Nc2ccccc2OC)C1=O (centres undefined)	-5%	1%	-12%	-11%	-1%	4%	-4%
39	Cc1ccccc1-n1nc2c(c1NC(=O)c1cc3ccccc3oc1=O)CS(=O)C2 (centres undefined)	10%	-4%	-3%	3%	-4%	-3%	-11%
40	CC1(C)Cc2c(C#N)c(SCC(=O)c3ccccc3)nc(N3CCOCC3)c2CO1	-8%	0%	-17%	-31%	3%	5%	-5%[10 µM]
41	CC(=O)NC1(C(F)(F)F)N=C2SCCN2C1=O (centres undefined)	-1%	0%	6%	17%[9.22 µM]	1%	0%	-11%
42	Nc1ccc(N=Nc2ccc(N)cc2)cc1	-10%[9.22 µM]	-10%	3%	20%	-5%	-15%	-92%[inhibitor]
43	Cc1nc(N2CCC(C)CC2)c2oc3ccccc3c2n1	?	-8%	-13%	?	-11%	7%	-23%[0.074 µM]
44	O=Cc1cn[nH]c1-c1ccccc1	10%[46 µM]	?	12%	-11%[9.22 µM]	-5%	3%	-4%[10 µM]
45	NCCC[C@@H](CC(=O)N[C@@H]1CCCC[C@H]1C(=O)N[C@H](CC(=O)N[C@@H](CCC(=O)O)CC(=O)O)Cc1ccccc1)NC(=O)C[C@H](Cc1c[nH]c2ccccc12)NC(=O)[C@@H]1CCCC[C@H]1N	.	.	.	.	4%	1%	-37%[inhibitor]
46	CN(C(=O)COC(=O)c1ccc(Cl)cc1N)C1CCS(=O)(=O)C1 (centres undefined)	11%	3%	4%	0%	8%	7%	0%
47	CC(C)(Oc1ccc(CCNC(=O)c2ccc(-c3ccccc3)o2)cc1)C(=O)O	-25%	?	5%	16%	-4%	4%	30%[10 µM]
48	COc1cc(OC)c2ccc(=O)oc2c1C(CCN1CCOCC1)c1ccc2c(c1)OCO2 (centres undefined)	.	.	.	.	1%	-19%	-47%[inhibitor]
49	COc1ccc(C2(CN(C(C)=O)C(C)=O)CCCC2)cc1OC	5%	-2%	-14%	3%	0%	-6%	-15%
50	CCOC(=O)N1CCC(N2Cc3cccc(C(=O)NCc4ccc5c(c4)OCO5)c3C2=O)CC1	.	3%	-2%	18%[9.22 µM]	-3%	-4%	-3%[10 µM]
51	COc1ccc(C2=COc3ccccc3C(=O)N2)cc1	0%[46 µM]	-15%	0%	7%	.	3%	-37%[inhibitor]
52	Cc1cc(C)cc(OCc2nnc(SCC(=O)N3CCN(c4ccccc4)CC3)o2)c1	9%	0%	-3%	5%	-3%	12%	10%
53	COc1ccc(C2=Nc3ccc(Br)cc3C(c3ccccc3)N2CC(=O)NN)cc1 (centres undefined)	?	1%	-5%	-7%	1%	-18%	24%[10 µM]
54	Cc1cc(C)cc(NC(=O)C2CCN(S(=O)(=O)c3c(C)n[nH]c3C)CC2)c1	5%	.	-3%	23%	1%	4%	4%
55	COc1ccc(-c2noc(CN3CCC(Cc4ccccc4)CC3)n2)cc1	?	7%	-10%	-27%	5%	7%	-17%[0.074 µM]
56	CC(C)OC(=O)CSc1nc2ccccc2s1	9%	0%	-4%	8%	-5%	8%	11%
57	COC(=O)[C@H](CCSC)NC(=O)Nc1ccc(C)cc1C	7%	0%	1%	21%	0%	-3%	-11%
